RORg inh: qHTS for inhibitors of ROR gamma transcriptional activity. AID 2551, 2010. Nuclear receptor ROR-gamma (Mus musculus), P51450. 310,000 tested, 5.4% active. Drosophila S2 Gal4-RORgamma UAS-luciferase reporter, 20 h. Potency, µM (series often up to 53.6 µM), without a hit: top-dose activity change, negative = inhibition, hits mostly inhibitors; further: on the % scale 0 is the no-effect control and ±100 the full control effect; nearly all actives have a fitted effect of over 60% in size
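Schneider cells (Drosophila), stable Gal4 DBD–ROR gamma + UAS-luc; 1 hr cmpd preincubation; Cu2+ induction 700 uM final; 20 hr ambient; luminescence.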
p53 reactivation: qHTS assay for re-activators of p53 using a Luc reporter; H1299 p53-A138V BP100-luciferase reporter, luminescence, 24 h; Potency, µM (series often up to 92.2 µM), for the others: at the top dose activity change, positive = activation, most hits filed as activators; 320,000 tested, 0.063% active; AID 504706, 2011; further: % of control where 0% means no effect; nearly all actives have a fitted effect of over 45% in size
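p53-null H1299 cells stably carrying temperature-sensitive p53-A138V and a BP100-luciferase reporter were pinned with compounds (4-point, 1:5 series) and held 24 hrs at 37 deg C. Luminescence was read 10 min after detection reagent.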
NPC1 promoter act: qHTS Assay for NPC1 Promoter Activators. 320,000 tested, 2.4% active. Huh7 NPC1 promoter luciferase reporter, 24 h. Potency, µM (top dose mostly 9.22 µM), without a hit: at the top dose activation, actives largely listed as activators. AID 485313, 2010;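 further: % of control where 0% means no effect; nearly all actives have a fitted effect of over 60% in size; reporter is driven by a mutant NPC1 promoter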
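In 1536-well qHTS, Huh7 cells harboring an NPC1 promoter–luciferase construct received compound for 24 h; activation was quantified by luminescence following luciferase reagent addition.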
VP16 counter: VP16 counterscreen qHTS for inhibitors of ROR gamma transcriptional activity; Drosophila S2 Gal4-VP16 UAS-luciferase, luminescence, 20 h; Potency, µM (top dose mostly 53.6 µM), for inactives: at the top dose activity, negative = inhibition, usual class: inhibitors; AID 2546, 2010; 310,000 tested, 3.5% active;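 further: Gal4-VP16 expression switched on by copper sulfate through the metallothionein promoter; on the % scale 0 is the no-effect control and ±100 the full control effect; nearly all actives have a fitted effect of over 50% in size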
Rab9 prom act: qHTS Assay for Rab9 Promoter Activators. Huh7 Rab9 promoter-luciferase reporter, luminescence, 24 h. 320,000 tested, 2.8% active. AID 485297, 2010. Potency, µM (highest dose often 9.22 µM), for inactives: at the highest dose activation, negative = inhibition, actives largely listed as activators; further: % of control where 0% means no effect; nearly all actives have a fitted effect of over 60% in size
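Huh7 cells stably carrying Rab9 promoter–luciferase reporter, plated 1500 cells/well, compound added after 2 h and incubated 24 h at 37 °C; luciferase luminescence then read after 10 min with detection reagent.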
BRCA1 expr up: qHTS Assay to Identify Small Molecule Activators of BRCA1 Expression. MCF7-BRCA1-FFLuc reporter, luminescence, 48 h; response scale: scaled: vehicle 0%, 10 µM genistein 100%. Potency, µM (top dose mostly 46.1 µM), for inactives: at the top dose activation, usual class: activators. 380,000 tested, 1.1% active. AID 624202, 2012; further: nearly all actives have a fitted effect of over 80% in size; some results filed as inactive show a strong effect at the top dose
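Reporter cells (MCF7, BRCA1 promoter-firefly luciferase) received library compounds across a concentration series for 48 h. End-point luminescence was measured and concentration-effect curves derived after normalization.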
uPA generation: qHTS for Inhibitors of Cell Surface uPA Generation. 330,000 tested, 0.31% active. Potency, µM (series often up to 38.3 µM), inactives show top-dose activity change, negative = inhibition, usual class: inhibitors. cell surface uPA generation assay, qHTS. AID 540303, 2011; active means well fitted inhibition curve with a large enough effect; inconclusive means small, poorly fitted or top-dose-only effect; inactive means no such curve, though single readings can be large or run the other way; tested in mouse RAW 264.7 cells; further: on the % scale 0 is the no-effect control and ±100 the full control effect; nearly all actives have a fitted effect of over 55% in size
ELG1 genotoxic: qHTS screen for small molecules that induce genotoxicity in human embryonic kidney (HEK293T) cells expressing luciferase-tagged ELG1 | Potency, µM (doses to about 46 µM), without a hit: top-dose activity change, positive = activation, hits mostly activators | 330,000 tested, 1.3% active | HEK293T ELG1-luciferase reporter, luminescence, 16 h; further: % of control where 0% means no effect; nearly all actives have a fitted effect of over 60% in size
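Cells (2,000/well) expressing the ELG1-luciferase fusion are dosed by pin tool and kept 16 hr at 37 °C, 5% CO2. Signal comes from ONE-Glo luciferase reagent after 30 min at room temperature.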
MBNL1 CUG block: qHTS Assay for Inhibitors of MBNL1-poly(CUG) RNA binding. TR-FRET MBNL1-His/biotin-(CUG)12 binding, 665/545 ratio. AID 2675, 2010. Potency, µM (series often up to 57.5 µM), for the others: at the top dose activity change, negative = inhibition, actives largely listed as inhibitors. Muscleblind-like protein 1 (Homo sapiens), Q9NR56. 280,000 tested, 0.036% active; active means well fitted inhibition curve with a large enough effect in the signal ratio, with a control signal flat, not every such curve was filed as active; inconclusive means small, poorly fitted or top-dose-only effect, or effect the other way, or a change in a side signal; inactive means no such curve, though single readings can be large or run the other way; the % refers to the signal ratio; further: on the % scale 0 is the no-effect control and ±100 the full control effect
Target sequence (Q9NR56 whole entry, looked up): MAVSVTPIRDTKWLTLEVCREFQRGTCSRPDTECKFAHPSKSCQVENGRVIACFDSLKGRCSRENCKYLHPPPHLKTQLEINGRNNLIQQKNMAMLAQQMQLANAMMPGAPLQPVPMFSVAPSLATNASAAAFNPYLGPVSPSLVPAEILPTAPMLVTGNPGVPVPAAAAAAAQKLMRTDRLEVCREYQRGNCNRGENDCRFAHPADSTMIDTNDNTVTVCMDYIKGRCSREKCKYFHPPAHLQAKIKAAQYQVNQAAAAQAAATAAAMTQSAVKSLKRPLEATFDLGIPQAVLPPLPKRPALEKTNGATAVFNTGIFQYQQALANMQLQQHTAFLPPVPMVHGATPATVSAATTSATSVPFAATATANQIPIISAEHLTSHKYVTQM
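TR-FRET between His-tagged MBNL1 and biotin-(CUG)12 RNA, detected with Tb anti-His antibody (0.055 ng/ul) and streptavidin-XL665 (5 nM), 60 min at room temperature. Compounds titrated 92 nM to 58 uM; 665/545 nm ratio normalized to buffer and complex controls.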
FLuc modulator: qHTS profiling assay for firefly luciferase inhibitor/activator using purifed enzyme and Km concentrations of substrates (counterscreen for miR-21 project); purified FLuc, Km substrates, luminescence inhibition; Potency, µM (series often up to 57.5 µM), without a hit: top-dose activity change, negative = inhibition, actives largely listed as inhibitors; 360,000 tested, 6.9% active; AID 588342, 2011;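 further: plate controls were vehicle for no effect and reference inhibitor for full effect; nearly all actives have a fitted effect of over 55% in size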
Target sequence (P08659 whole entry, looked up): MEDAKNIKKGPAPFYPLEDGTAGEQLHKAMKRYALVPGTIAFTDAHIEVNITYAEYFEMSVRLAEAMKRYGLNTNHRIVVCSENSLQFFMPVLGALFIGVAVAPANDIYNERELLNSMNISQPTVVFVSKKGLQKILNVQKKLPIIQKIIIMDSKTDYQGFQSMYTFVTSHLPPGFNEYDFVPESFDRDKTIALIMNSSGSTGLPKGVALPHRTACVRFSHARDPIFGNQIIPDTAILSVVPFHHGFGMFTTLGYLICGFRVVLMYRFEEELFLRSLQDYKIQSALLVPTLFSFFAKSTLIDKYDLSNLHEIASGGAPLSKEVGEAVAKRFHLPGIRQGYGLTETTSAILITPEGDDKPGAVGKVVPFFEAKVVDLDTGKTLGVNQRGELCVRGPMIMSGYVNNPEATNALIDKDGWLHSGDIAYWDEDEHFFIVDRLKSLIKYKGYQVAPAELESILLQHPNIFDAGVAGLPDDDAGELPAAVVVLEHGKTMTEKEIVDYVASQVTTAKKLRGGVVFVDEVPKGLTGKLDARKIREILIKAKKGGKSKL
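Purified P. pyralis luciferase, 10 nM final, with Km-level 10 uM D-luciferin and 10 uM ATP in 50 mM Tris acetate pH 7.5, 10 mM Mg acetate, 0.01% Tween-20, 0.05% BSA; 6-point qHTS titration about 60 µM downward; luminescence read.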
Numbers without * were called inactive; ? = inconclusive; . = not tested or not shown; & = joins results of further samples; [ ] = another dose, or the depositor's remark. Unless noted, the call rests on the fitted dose curve; in most records, active means well fitted curve in the direction sought with a large enough effect; inconclusive means small, poorly fitted or top-dose-only effect, or another doubt; inactive means no such curve, though single readings can be large; an effect the other way counts as inactive or inconclusive. Potency means the concentration at half of the fitted maximal effect.

SMILES	RORg inh	p53 reactivation	NPC1 promoter act	VP16 counter	Rab9 prom act	BRCA1 expr up	uPA generation	ELG1 genotoxic	MBNL1 CUG block	FLuc modulator
O=S(=O)(NCc1ccc(F)cc1)c1cc(Br)ccc1Br	.	-0.6%	-1.6%	.	-2.6%	-6.6%	?	-0.1%	.	2.6%
N#C/C(=N\Nc1cccc2ccccc12)c1nnc2n1CCCCC2	?	13.1%	-2.0%	3.16µM*	2.3%	-22.4%	-0.3%	-1.5%	-10.1%	?
COc1cc(C#N)ccc1OCC(=O)N1CCc2ccccc2C1	-9.0%	-5.1%	-5.0%	0.7%	-0.6%	-20.4%	-0.9%	4.6%	0.8%	3.2%
O=C(COC(=O)CNC(=O)C1CCCCC1)Nc1ccc(Cl)cn1	-4.4%	-0.4%	0.4%	8.1%	-3.7%	-4.7%	6.8%	1.3%	-3.5%	-12.2%
COc1cc(SC#N)ccc1N=Cc1c(C)[nH]n(-c2ccc(C)c(C)c2)c1=O	4.47µM*	-12.1%	-19.5%	4.47µM*	-3.0%	-86.9%	?	6.8%	.	-16.5%
C=CCOc1nc2c(c(=O)n(C)c(=O)n2C)n1Cc1ccc(Cl)cc1Cl	28.8%	-9.9%	-3.5%	?	2.2%	-16.4%	.	20.8%	-1.9%	3.0%
Cc1[nH]c(C)c2c(=O)n(-c3ccccc3)ncc12	38.5%	?	17.6%	10.7%	?	85.3%	10.2%	20.6µM*	1.2%	?
CCCn1c2ccc(C)cc2c2n[nH]c(=S)nc21	1.78µM*	-0.2%	-2.1%	3.55µM*	-2.3%	-1.3%	-6.8%	-1.7%	?	-1.3%
O=c1cc(Cl)c2ccccc2n1-c1ccccc1	2.4%	-3.4%	-3.7%	-0.5%	-16.8%	-10.6%	-4.9%	5.4%	0.0%	6.7%
CCOc1ccc(CNC(=O)c2ccc(NC(=O)C3=CSCCO3)cc2)cc1	25.7%	28.0%	1.2%	-7.8%	6.3%	23.7%	-3.6%	4.2%[9.26 µM]	6.4%	-6.4%
COCc1cc(C)nc(SCC(=O)Nc2cccc(C)c2)c1C#N	-5.3%	13.2%	12.1%	-9.2%	2.1%	3.9%	4.7%	-0.2%	-0.7%	-3.5%
CC(=O)c1ccc(OC(=O)C(CCS(C)(=O)=O)N2C(=O)c3ccccc3C2=O)cc1 (stereo not given)	?	-0.7%	-1.8%	5.0%	1.0%	4.9%	.	-0.3%	-0.8%	-1.3%
S=C1Cc2ccccc2N1	?	-2.4%	-31.4%[inhibitor]	-92.2%	-36.2%[inhibitor]	-103.5%[inhibitor]	?	14.1%	10.1%	?
Cc1cc2cc(C)c(SCC(=O)NCc3ccco3)nc2cc1C	-24.5%	11.8%	-1.2%	22.7%	-5.2%	6.9%	1.0%	-6.3%	?	4.6%
Cc1ccc(O)c(/C=N/NC(=O)Cc2ccc(Cl)cc2)c1	0.631µM*	.	-32.7%[inhibitor]	0.631µM*	-7.4%	-88.1%	?	19.7%	1.2%	0.5%
O=C(NCC1CCCO1)c1cc(-c2ccccc2)nc2ccc(Br)cc12 (stereo not given)	9.2%	12.4%	1.2%	3.3%	7.4%	5.4%	2.7%	-2.1%	58.8%[activator]	2.39µM*
C[C@H](C(=O)CC(=O)OC(C)(C)C)[C@H](O)c1ccccc1	?	.	-2.5%	2.8%&-14.7%	1.4%	3.0%	-2.7%	0.2%	4.3%	-1.9%
Cc1cccc(C2c3[nH]c4ccccc4c3CCN2C(=O)c2ccc(=O)[nH]c2)n1 (stereo not given)	-24.5%	-3.4%	-5.8%	-10.7%	-5.1%	-17.7%	-6.8%	3.1%	14.2%	-0.6%
CCOc1ccc(NC(=O)CN(C)C(=O)CCN2C(=O)C3CC=CCC3C2=O)cc1OCC (stereo not given)	.	20.5%	5.6%	.	3.6%	-1.0%	-10.8%	1.4%	.	1.7%
O=[N+]([O-])c1ccc(N2CCCCCC2)c(S(=O)(=O)N2CCCCC2)c1	26.3%	-0.1%	2.8%	-0.3%	0.8%	-14.2%	12.1%	-1.0%	?	1.5%
COc1ccccc1C(=O)NCCC(=O)Nc1cccc(S(=O)(=O)N2CCCC2)c1	.	-3.0%	-3.8%	.	-3.3%	3.3%	12.0%	-5.9%	.	3.3%
CN(C)/C(=N\S(=O)(=O)c1ccccc1)c1ccc([N+](=O)[O-])cc1	1.4%	-5.3%	1.9%	-3.7%	1.6%	13.4%	-4.2%	-0.3%	.	3.2%
CCOc1ccc(C(=O)CCC(=O)N(CC)CC(=O)Nc2c(F)cccc2F)cc1	.	16.5%	1.0%	.	2.6%	34.3%	-2.3%	3.8%	.	3.2%
N#CC1=C(N)Oc2cc(N)ccc2C1c1ccsc1 (stereo not given)	-0.2%	10.3%	2.5%	6.0%	-1.7%	-9.6%	0.3%	0.2%	8.9%	5.2%
CCOc1ccc(C2/C(=C(\O)c3cccc(OC)c3)C(=O)C(=O)N2c2cc(C)on2)cc1OC (stereo not given)	-4.1%	-9.4%	-0.7%	6.5%	2.4%	-0.2%	0.9%	1.7%	?	5.0%[2.3 µM]
COc1cccc(NC(=O)CN(C)CC(=O)Nc2ccc3c(c2)CCC3)c1	14.1%	-7.7%	-3.9%	-8.4%	-0.6%	-15.5%	15.2%	1.0%	-5.0%	-8.7%
COc1ccc(-n2nnnc2SCc2nc(N)nc(N3CCOCC3)n2)cc1	28.5%	?	-5.3%	-1.7%	3.2%	-28.6%	1.7%	1.8%	-0.4%	3.2%
CCc1nnc(SCC(=O)Nc2nc(C)c(C(=O)N(C)C)s2)n1CC	1.6%	19.8%	-0.7%	-5.4%	8.0%	-15.6%	-0.5%	-2.5%	-2.9%	-3.6%
CCc1cccc(NC(=O)c2sc3nc4n(c(=O)c3c2C)CCC4)c1	16.0%	23.8%	2µM*	-18.5%	2.82µM*	12.6µM*	-11.9%	?	2.4%	16.9µM*
CCOC(=O)C1=C(N)n2c(s/c(=C/c3ccccc3)c2=O)=C(C(=O)OCC)C1c1ccccc1 (stereo not given)	33.5%	?	0.8%	0.0%	.	.	.	-0.6%	9.7%	-0.9%
CCCCn1c(N)c(N(CCC(C)C)C(=O)c2ccc(N3CCCC3=O)cc2)c(=O)[nH]c1=O	.	0.3%	-3.0%	.	-0.5%	0.2%	1.3%	-0.1%	.	3.3%
CCn1c(SCC(=O)NCc2ccco2)nnc1C(C)C	-8.5%	16.6%	0.7%	0.8%	8.0%	16.0%	0.7%	12.6%	-2.4%	8.6%
CCN1CCN(CCCNC(=O)C2c3ccccc3C(=O)N(C)C2c2ccc(OC)cc2)CC1 (stereo not given)	1.9%	-2.4%	-2.9%	17.9%	-1.7%	-0.9%	-2.7%	0.4%	1.6%	1.6%
Cc1ccccc1OCc1nnc(SCC(=O)NCc2ccccc2)n1C	-12.0%	-14.6%	-2.2%	1.9%	-2.6%	20.4%	-8.4%	-8.5%	-5.4%	5.4%
C#CCOCCOCCOCCNc1nc(N2CCN(C(=O)[C@H](Cc3ccc(O)cc3)n3cc(CCO)nn3)CC2)nc(N2CCN(C(=O)[C@H](Cc3ccc(O)cc3)n3cc(CCO)nn3)CC2)n1	13.6%	-2.6%	-3.5%	2.8%	-2.8%	.	.	-2.0%	-23.3%	-1.3%
O=C(NCCS(=O)(=O)NCc1ccccc1)c1ccccc1	.	-5.7%	-8.6%	.	-2.8%	-11.0%	23.7%	2.1%	.	5.5%
COc1ccc(-c2noc(CCCC(=O)NC3CCCC3)n2)cc1	4.47µM*	-8.8%	-24.1%	14.1µM*	-26.1%	-51.2%	-5.8%	-6.8%	-5.1%	?
Cc1ccc(-c2cc(C(=O)N3CCC(C)CC3)c3ccccc3n2)cc1	44.3%	-1.9%	2.8%	15.3%	6.9%	42.3%	-17.5%	-4.9%	3.8%	4.26µM*
O=C(COc1ccccc1Cl)NNC(=O)Cn1[nH]c(=O)c2ccccc2c1=O	.	1.5%	-2.3%	.	-2.7%	-12.9%	-26.0%	1.7%	.	.
O=C(Nc1ccc(F)c(F)c1)C1CCCN1S(=O)(=O)c1ccc(F)cc1 (stereo not given)	-16.6%	-3.9%	-0.9%	-9.6%	-4.4%	-30.0%	0.8%	-15.6%	-8.0%	5.9%
Cc1cc(C)cc(NC2=NCC(=O)N2Cc2ccccc2)c1	?	-6.7%	-2.3%	-5.0%	-5.0%	-25.6%	-7.1%	0.2%	-3.5%	-1.4%
CC(=O)Cc1nsc(NC(=O)c2ccc(Cl)cc2Cl)n1	?	9.7%	7.9%	?	3.9%	61.4%	-2.4%	11.3%	0.8%	?

No enrichment for hits (roughly 13% active in at least one column).
